High-throughput results (PubChem BioAssay)
Y pestis TopoI: Yersinia pestis topoisomerase I inhibitors, primary screen, biochemical, cleavage product accumulation, plate reader, single point; Y. pestis Topo-I cleavage product accumulation; 0.064% of 360,000 active; AID 504884, 2011; activity, % at 10 µM; DNA topoisomerase I (Yersinia pestis CO92); in the data active = activity above about 50%, passing the limit was not always enough; note: inactives centre near 2
VHR inh abs: VHR1 phosphatase inhibitors, primary screen, biochemical, absorbance, uHTS. AID 1654, 2009. 0.52% of 290,000 active. Dual specificity protein phosphatase 3 (Homo sapiens), P51452. inhibition, % at 13.3 µM. recombinant VHR phosphatase, pNPP absorbance; in the data active = inhibition above about 50%; note: some compounds called inactive have numbers as strong as hits
3CLpro inhibitor: SARS-CoV 3CLpro protease inhibitors, primary screen, biochemical, quenched FRET; Replicase polyprotein 1ab (Severe acute respiratory syndrome coronavirus), P0C6X7; recombinant SARS-CoV 3CLpro, quenched FRET peptide cleavage; inhibition, % at 6 µM; 0.14% of 290,000 active; AID 1706, 2009; in the data active = inhibition above about 12%
MazF activator: activators of E. coli MazEF toxin-antitoxin RNase, primary screen, biochemical, fluorescence, uHTS; FAM/BHQ RNA-DNA oligo cleavage fluorescence, 5 h; activation, % at 20 µM; 0.32% of 350,000 active; AID 504720, 2011; in the data active = activation above about 50%
CCHF vOTU inh: CCHFV vOTU protease inhibitors, primary screen, biochemical, Pep-AMC substrate, fluorescence. Crimean-Congo hemorrhagic fever virus L polyprotein viral ovarian tumor (vOTU) protease …. 0.55% of 370,000 active. inhibition, % at 11.5 µM; in the data active = inhibition above about 30%; note: 0% = vehicle wells with enzyme and 100% = no enzyme wells
TcdB GH inh: TcdB glycohydrolase inhibitors, primary screen, biochemical, single point, plate reader; 0.24% of 350,000 active; inhibition, % at 9.99 µM; AID 652162, 2013; TcdB glycohydrolase enzymatic assay; Toxin B (Clostridioides difficile), P18177; in the data active = inhibition above about 10%
Rv3671c inh: Rv3671c serine protease inhibitors, primary screen, biochemical, fluorescence polarization, M. tuberculosis H37Rv; AID 2606, 2010; 0.048% of 320,000 active; inhibition, % at 5.96 µM; in the data active = inhibition above about 38%;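 note: extracellular domain of Rv3671c used as enzyme; 0% = enzyme with DMSO and 100% = no enzyme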
PrPC TRFRET: inhibitors of human cell surface prion protein PrPC, primary screen, cell-based, TR-FRET | inhibition, % at 13.8 µM | Major prion protein (Homo sapiens), P04156 | TR-FRET read-out | 0.43% of 370,000 active; in the data active = inhibition above about 24%; note: 0% = median of the test wells and 100% = reference compound wells
PriA SSB inh: inhibitors of Klebsiella pneumoniae PriA binding to SSB C-terminal tail, primary screen, biochemical, AlphaScreen; PriA–SSB C-terminal tail interaction (Klebsiella pneumoniae); AlphaScreen SSBct-PriA binding, biotinylated peptide; inhibition, % at 33 µM; 0.6% of 430,000 active; AID 1272365, 2023; in the data active = inhibition mostly above about 37%, no sharp cut-off; inactive = mostly below about 20%;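 note: plate controls were negative control peptide for no effect and reference peptide for full effect; strong numbers were not always called active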
Vc quorum ag: inducers of Vibrio cholerae quorum light production without autoinducers, primary screen, BH1578 luxS cqsA deficient, single point; 0.16% of 350,000 active; V. cholerae BH1578 lux reporter, luminescence, 6 h; activation, % at 18.7 µM; AID 588436, 2011; in the data active = activation mostly above about 9.7%, no sharp cut-off; note: not every result past the cut was called active; inactives centre near 0; reference of the scale not given here
The depositor's hits bear a star; i = inactive; / = not tested or not shown; & = joins results of further samples. This is a subset; rates above refer to the full screens.

SMILES	Y pestis TopoI	VHR inh abs	3CLpro inhibitor	MazF activator	CCHF vOTU inh	TcdB GH inh	Rv3671c inh	PrPC TRFRET	PriA SSB inh	Vc quorum ag
Cc1cc(C)n(C(=O)c2cc3ccccc3c(=O)o2)n1	-1	29	1	1	6	/	-4	-6	-4	17*
COc1ccc(C(=O)Nn2c(CCC(=O)O)ccc2-c2ccc(C)cc2)cc1OC	42	22	0	3	-2	0.6	8	-2	-8	-0.6
O=C(NCCNC(=O)c1cc(OCC(F)(F)F)ccc1OCC(F)(F)F)Nc1cccc(C(F)(F)F)c1	7	19	16*	-2	21	/	-19	16	-32	i
Cc1cccc(CN2CCC(CNC(=O)CSc3cc(=O)n(C)c4cc(Cl)ccc34)CC2)c1	8	-4	1	16	-11	1.3	-4	-11	-8	-0.5
Cc1ccc(OCC(=O)Nc2ccccc2C(=O)N2CCCCC2)cc1	3	10	1	-1	-5	0.9	1	5	0	i
Cc1noc(C)c1CSCC(=O)OCc1nnc(-c2ccc([N+](=O)[O-])cc2)o1	0	/	/	3	5	0.3	4	-45	2	i
COc1ccc2c(c1)c(CC(=O)Nc1nnc(C3CC3)s1)c(C)n2C(=O)c1ccc(Cl)cc1	-2	-1	2	-10	-3	0.5	-10	7	3	i
O=C(c1ccc(CS(=O)(=O)c2ccc(Br)cc2)o1)N1CCN(c2ncccn2)CC1	-4	9	1	1	0	0.0	2	5	-5	-0.6
CC1CCc2c(sc(NC(=O)Cn3cnc([N+](=O)[O-])n3)c2C(N)=O)C1 (stereo not given)	2	30	-2	3	1	1.5	-3	0	-5	i
C[C@@H]1CCCCCCCCC(=O)OCCN[C@H](C)CCCCCCCCC(=O)OCCN[C@H](C)CCCCCCCCC(=O)OCCN1	-11	/	/	13	/	/	3	/	6	-0.4
CCC1Oc2ccc(C)cc2N(CC(=O)N(Cc2ccc3c(c2)OCO3)CC2CCCO2)C1=O (stereo not given)	38	7	3	3	8	/	-2	14	18	-0.2
CCOC(=O)N1CCN(c2c(Nc3ccc4c(c3)OCCO4)c(=O)c2=O)CC1	-7	13	0	-6	6	-20	5	4	-18	-0.1
O=C(Nc1c2c(nn1-c1cccc(Cl)c1)CS(=O)(=O)C2)c1cccs1	-3	34	3	5	28	1.1	2	-10	3	-0.4
CN(C)S(=O)(=O)N1CCC(Oc2ccc(C(=O)N3CCCCCC3)cc2)CC1	18	/	/	5	6	0.8	/	5	/	0.6
O=C(N1CCCCC1)N1CCN(C(=O)N2CCCCC2)CC1	6	18	0	6	11	-0.6	-1	5	-10	0.1
CCCc1nc2c(sc3nc4c(cc32)COC(C)(C)C4)c(=O)n1CCN(C)C	10	26	2	1	-10	0.0	7	-3	-6	-0.9
COc1ccc(-c2cc(-c3nnc(COC(=O)c4ccncc4)o3)c3ccccc3n2)cc1OC	27	7	0	9	-7	0.9	-27	-11	-14	i
CSc1cccc(NC(=O)CNC(=O)c2ccc3c(c2)OCO3)c1	1	/	/	4	24	0.0	-4	7	2	1.6
COc1cccc(CCN2CCC(CNS(=O)(=O)c3cc(-c4cc(C)no4)ccc3OC)CC2)c1	7	-42	2	8	10	1.9	4	-11	-1	-0.3
COc1ccc(C(CNC(=O)Cn2c(=O)oc3ccccc32)N(C)C)cc1 (stereo not given)	-2	1	3	0	-3	-1.1	-4	7	-1	-1.0

A draw from above in order of molecular weight, smallest number first:
SMILES	Y pestis TopoI	VHR inh abs	3CLpro inhibitor	MazF activator	CCHF vOTU inh	TcdB GH inh	Rv3671c inh	PrPC TRFRET	PriA SSB inh	Vc quorum ag
Cc1cc(C)n(C(=O)c2cc3ccccc3c(=O)o2)n1	-1	29	1	1	6	/	-4	-6	-4	17*
COc1ccc(C(CNC(=O)Cn2c(=O)oc3ccccc32)N(C)C)cc1 (stereo not given)	-2	1	3	0	-3	-1.1	-4	7	-1	-1.0
COc1ccc(-c2cc(-c3nnc(COC(=O)c4ccncc4)o3)c3ccccc3n2)cc1OC	27	7	0	9	-7	0.9	-27	-11	-14	i

The list goes on:
SMILES	Y pestis TopoI	VHR inh abs	3CLpro inhibitor	MazF activator	CCHF vOTU inh	TcdB GH inh	Rv3671c inh	PrPC TRFRET	PriA SSB inh	Vc quorum ag
CCO[C@H]1OC(C(=O)Nc2ccccc2)=C[C@@H](c2cn(C(C)=O)c3ccccc23)[C@@H]1CCCO	-4	0	3	5	-1	0.5&1.7	-25	2	-5	-0.3
CC(=O)N1CCC(N(C(=O)Nc2ccc(F)cc2)C2CCCC2)CC1	3	17	-2	5	9	2.1	-7	-3	-10	-0.2
CC(C)(C)c1cc(Br)ccc1OCC(=O)Nc1ncn[nH]1	9	-8	3	3	3	/	0	6	-4&-4	i
CCOc1ccc(NC(=O)Nc2ccc3c(c2)nc(C)n3C)cc1	-1	7	1	18	-8	0.1	5	3	6	-0.4
COc1ccc(Nc2ncc3c(n2)CC(c2ccc(OC)cc2)CC3=O)cc1 (stereo not given)	-4	2	-8	0	3	/	7	2	11	-2.2
CC(Oc1ccc(F)cc1Br)c1nc2ccccc2c(=O)[nH]1 (stereo not given)	10	17	2	2	18	-9.0	-9	23	-10	i
NC(=O)CCN1CCC(c2nc3ccccc3s2)CC1	2	48	0	6	-16	2.2	2	-6	4	i
CCn1c(CNC(=O)Cc2ccc(OC)cc2)nnc1SCC(=O)c1ccc(Br)cc1	9	16	1	9	/	-0.8	-6	/	-2	i
O=C(Nc1nc(N2C(=O)c3ccccc3C2=O)n(-c2ccccc2)n1)c1ccc(F)cc1	-1	21	1	4	10	/	-8	-5	-2	-0.3
COc1cc(NC(=O)c2ccc(CNc3c(N4CCCC4)c(=O)c3=O)cc2)cc(OC)c1OC	6	21	-5	-4	-6	-0.1	-2	1	7	-0.4

In another format: two of the compounds above.
Sequence of screens: Y pestis TopoI	VHR inh abs	3CLpro inhibitor	MazF activator	CCHF vOTU inh	TcdB GH inh	Rv3671c inh	PrPC TRFRET	PriA SSB inh	Vc quorum ag
> CCn1c(CNC(=O)Cc2ccc(OC)cc2)nnc1SCC(=O)c1ccc(Br)cc1
→ 9	16	1	9	/	-0.8	-6	/	-2	i
> CCOc1ccc(NC(=O)Nc2ccc3c(c2)nc(C)n3C)cc1
→ -1	7	1	18	-8	0.1	5	3	6	-0.4

Following part
SMILES	Y pestis TopoI	VHR inh abs	3CLpro inhibitor	MazF activator	CCHF vOTU inh	TcdB GH inh	Rv3671c inh	PrPC TRFRET	PriA SSB inh	Vc quorum ag
Cc1ccc(C(=O)NC(C)CCc2ccccc2)cc1[N+](=O)[O-] (stereo not given)	0	-4	0	3	22	/	-3	-1	-13	i
CC(C)C[C@@]12C(=O)N(c3ccc(Br)cc3)C(=O)N1[C@H](c1ccc(Br)cc1)[C@@H]1C(=O)N(C(C)(C)C)C(=O)[C@@H]12	1	-14	7	4	-8	0.3	-14	-5	-4	i
CC(C)C(c1nnnn1C1CCCC1)N1CCCc2ccccc21 (stereo not given)	27	-9	-4	1	6	1.3	-6	1	-4	2.6
CN1CCN(/N=C/c2ccc(N(c3ccccc3)c3ccccc3)cc2)CC1	6	8	0	-20	-6	1.0	22	-2	/	-0.2
Cc1ccc(C)c(C(=O)COc2ccccc2[N+](=O)[O-])c1	6	8	3	-2	9	0.7	-6	-4	-11	1.8
COC(=O)c1ccc2nc(Nc3nc4ccc(F)cc4s3)sc2c1	3	12	2	4	-5	0.5	-38	-2	-3	-1.1
COc1ccc(S(=O)(=O)N2CCCCC2c2cc(C(=O)Nc3ccc4c(c3)OCO4)no2)cc1 (stereo not given)	0	/	/	/	-1	1.5	/	28*	/	-0.7
Cc1ccc(N2CCN(C3=NC(=O)/C(=C\c4cn[nH]c4-c4ccccc4)S3)CC2)cc1	19	4	8	-1	8	/	5	-5	1	-0.3
CCCc1c(C(=O)N/N=C(\C)c2cc(C)sc2C)nnn1-c1nonc1N	-6	/	/	0	-3	-1.4	/	-3	/	i
O=[N+]([O-])c1cccc(COc2ccc(CN3CCOCC3)cc2)c1	12	/	/	1	7	2.6	/	-29	0	-1.6
COc1cc(C(=S)N2CCOCC2)cc(OC)c1OC(=O)Cc1ccc(F)cc1	6	-7	0	3	5	/	1	-8	-1	-1.4
CC(NC(=O)COC(=O)c1ccc([N+](=O)[O-])o1)c1ccccc1 (stereo not given)	2	/	/	7	18	0.6	-26	-23	-14	-0.8
CCCCOc1ccccc1C(=O)NNC(=S)NC(=O)c1ccccc1[N+](=O)[O-]	1	-7	-2	11	8	-0.2	7	11	3	-0.4
COc1ccc(C)cc1S(=O)(=O)Nc1ccc(F)cc1	4	-2	1	3	13	/	-10	-2	7	i
CCCc1c(O)nc(SCCN(CC)CC)[nH]c1=O	-4	48	-1	9	-1	/	0	-4	-11	-0.2
COc1cccc(CN2CCC(n3nccc3NC(=O)CCCc3ccccc3)CC2)c1O	3	2	-3	11	5	-0.6	-13	-8	4	-0.3
O=C(COC(=O)c1nc(Cl)ccc1Cl)NC(=O)c1ccccc1	-9	-3	2	7	6	0.6	7	-1	-2	-0.3
Cn1c(CCNC(=O)c2ccco2)nc2cc(NC(=O)c3ccccc3)ccc21	4	17	-4	5	4	0.5	-6	-5	-1	-2.0
CCO[C@@H]1OC(C(=O)N2CCN(Cc3ccc4c(c3)OCO4)CC2)=C[C@H](c2coc3ccccc3c2=O)[C@H]1CCCO	24	16	2	-1	13	-2.8	5	1	4	i
CCn1nnc(NC(=O)c2ccc(Br)o2)n1	-7	25	0	5	12	-4.8	3	-5	-4	-0.5
CCCCOc1ccc(C(=O)NCC(=O)N2CCN(Cc3ccc4c(c3)OCO4)CC2)cc1	25	/	/	-4	-2	0.6	10	5	4	i
COc1ccc(CCNS(=O)(=O)c2ccc3c(c2)NC(=O)CS3)cc1OC	1	11	-4	-3	-2	3.4	-4	3	4	-0.2
COc1ccc(-c2noc(CN3CCC(Cc4ccccc4)CC3)n2)cc1	18	25	-6	-2	/	0.9	-4	/	-22	0.5
CCc1nnc(NC(=O)CSc2nc(N)c(NC(=O)c3ccc(OC)cc3)c(=O)[nH]2)s1	1	16	0	4	3	0.1	-2	0	-6&-3	i
O=C(CN1CCOCC1)N1N=C(c2cccs2)CC1c1cccs1 (stereo not given)	5	28	4	-20	-4	0.9	5	-7	-14	-0.3
CN(Cc1ccccc1Cl)C(=O)c1cnccc1C(F)(F)F	1	13	4	6	-3	2.2	7	6	-8	i
COC(=O)c1c(C)oc(C)c1S(=O)(=O)NC(C)(C)C	-1	10	0	0	-6	0.0	0	-4	-12	i
COc1ccc(CNC(=O)CN(C(=O)CCC(=O)Nc2ccccn2)c2cccc(C)c2C)cc1	10	21	-1	-16	10	1.4	2	-2	-5	-0.6
Cc1ccc(N=Cc2ccc[nH]2)c(O)c1	1	-16	-7	0	7	/	-7	-8	9	i
OCCCc1ccc(O)c(O)c1	2	16	0	1	-5	2.6	3	2	-7	-0.4
Cc1cccc(NC(=O)COC(=O)Cc2c[nH]c3ccccc23)c1C	-1	8	1	0	-1	/	2	-9	-6	-0.3
O=C(CN1CCOCC1)Nc1nc2ccc(F)cc2s1	2	-6	1	-1	-11	/	-9	4	-20	i
CC(=O)Nc1ccccc1Oc1ccccc1	-1	6	8	-2	-11	0.1	-1	0	-16	-0.1
O=c1c2c(-c3ccc([N+](=O)[O-])cc3)csc2nc2n1CCC2	3	-9	0	4	7	/	4	-62	-14	i
CC(C)c1ccc(NC(=O)Cc2cn(C)c3ccccc23)cc1	-10	-10	7	-19	11	0.6	-13	15	7	3.6
COC(=O)/C(=C/c1ccc(OC)cc1)NC(=O)c1ccco1	8	12	3	5	7	/	3	-8	-2	-0.2
CC(=O)c1ccc(OCc2cc(C(=O)N3CCOCC3)no2)cc1	-3	35	-2	10	5	-1.6	-18	4	0	-0.3
